From PubChem BioAssay
CHRM4 agonist: CHRM4 agonism in calcium assay | 360,000 tested, 0.14% active | activation, % at 3 µM | AID 624127 | CHO-K1 hM4/Gqi5, Fluo-8 calcium fluorescence; vehicle 0%, full acetylcholine response 100%;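 active means activation above the run mean over all test wells plus 3 SD, cut at about 32% in these data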;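 further: peak over basal fluorescence ratio per well then scaled between controls; 0% = DMSO wells and 100% = acetylcholine at EC100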
CHRM5 PAM: potentiates acetylcholine response at human M5 receptor | CHO-K1 hM5, Fluo-8 calcium, ACh EC20 PAM; 0% = ACh EC20, 100% = ACh EC100 | activation, % at 3 µM | 360,000 tested, 0.3% active | AID 624038;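 active means activation above the run cutoff, the mean activation of all test compounds plus 3 SD, cut at about 18% in these data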
Target sequence (P08912 whole entry, looked up): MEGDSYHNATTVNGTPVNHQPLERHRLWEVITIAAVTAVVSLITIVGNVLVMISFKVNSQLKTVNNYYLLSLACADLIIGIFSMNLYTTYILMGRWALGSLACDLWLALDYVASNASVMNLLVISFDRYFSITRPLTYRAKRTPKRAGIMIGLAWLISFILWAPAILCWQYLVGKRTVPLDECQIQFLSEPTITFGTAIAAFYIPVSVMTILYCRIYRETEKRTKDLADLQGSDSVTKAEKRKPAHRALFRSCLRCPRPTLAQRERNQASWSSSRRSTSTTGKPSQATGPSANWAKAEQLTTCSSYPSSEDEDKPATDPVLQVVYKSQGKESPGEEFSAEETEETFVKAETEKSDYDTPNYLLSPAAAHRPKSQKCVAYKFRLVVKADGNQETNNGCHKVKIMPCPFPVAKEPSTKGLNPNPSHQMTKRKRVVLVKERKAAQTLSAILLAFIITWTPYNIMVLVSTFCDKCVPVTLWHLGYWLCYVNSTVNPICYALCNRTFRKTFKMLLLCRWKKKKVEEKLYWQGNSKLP
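System: CHO-K1 cell line with stable human muscarinic M5 receptor expression | Also added: EC20 acetylcholine as agonist stimulus | Compound: One concentration, 3 µM final (nominal) | Timing: Fluo-8 loading 80 min at 37 °C plus 30 min room temperature | Measured by: Fluo-8 calcium dye fluorescence, kinetic read | Read-out basis: % activation, ACh-normalized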
M5 antag: antagonists of human muscarinic M5 receptor (CHRM5); 360,000 tested, 0.59% active; P08912; inhibition, % at 3 µM; CHO-hM5 cells, Fluo-8 calcium fluorescence, ACh EC80;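 active means inhibition above a per-plate cutoff, the mean of that plate's test compounds plus 3 SD, cut at about 27% in these data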;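 further: 0% = acetylcholine EC80 with DMSO and 100% = DMSO without agonist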
CHRM4 antagonist: blocks acetylcholine activation of human M4 receptor. 360,000 tested, 0.73% active. CHO-hM4 cells, ACh EC80, Fluo-8 calcium fluorescence. P08173. AID 624125. inhibition, % at 3 µM;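 active means inhibition above its plate's cutoff, the mean inhibition of sample wells plus 3 SD, cut at about 27% in these data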;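 further: 0% = acetylcholine EC80 with DMSO and 100% = DMSO without agonist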
M1 PAM: human CHRM1 positive allosteric modulation; CHO-K1 hM1, Fluo-8 calcium fluorescence, ACh EC20; 0% = ACh EC20, 100% = maximal ACh; activation, % at 3 µM; 360,000 tested, 0.088% active; in the data active means activation above about 19%, passing the limit was not always enough
Target sequence (P11229 whole entry, looked up): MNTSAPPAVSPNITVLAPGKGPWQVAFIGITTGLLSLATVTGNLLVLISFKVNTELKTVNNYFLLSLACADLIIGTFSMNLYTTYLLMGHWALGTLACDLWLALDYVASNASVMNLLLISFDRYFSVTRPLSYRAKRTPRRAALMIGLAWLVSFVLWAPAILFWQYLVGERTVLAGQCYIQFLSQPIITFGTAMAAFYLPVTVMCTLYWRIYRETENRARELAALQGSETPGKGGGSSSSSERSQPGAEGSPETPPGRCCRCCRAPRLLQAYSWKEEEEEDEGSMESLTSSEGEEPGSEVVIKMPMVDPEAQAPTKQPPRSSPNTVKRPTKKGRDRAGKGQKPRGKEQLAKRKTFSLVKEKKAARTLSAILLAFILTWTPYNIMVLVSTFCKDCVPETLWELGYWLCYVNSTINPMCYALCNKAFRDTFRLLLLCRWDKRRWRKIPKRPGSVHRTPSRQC
CHRM5 agonist: CHRM5 agonism in calcium assay | P08912 | CHO-K1 hM5 cells, Fluo-8 calcium fluorescence; 0% DMSO wells, 100% maximal acetylcholine response | activation, % at 3 µM | 360,000 tested, 0.19% active | AID 624037;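 active means activation above the run's mean over test compounds plus 3 SD, cut at about 23% in these data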;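 further: signal is peak over basal fluorescence ratio across the kinetic read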
CRFBP-R2 agonist: CRF-BP/CRF-R2 complex agonism; 350,000 tested, 0.46% active; activation, % at 13.2 µM; HEK293 CRF-R2/CRF-BP, calcium dye fluorescence (FLIPR); percent of saturating CRF peptide response;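 active means activation of at least 50%, plus an integration ratio under a set limit after plate pattern correction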;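 further: plate controls were neutral control wells without compound for no effect and CRF at EC100 for full effect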
CHRM4 PAM: CHRM4 positive allosteric modulation; P08173; CHO-K1 hM4/Gqi5, Fluo-8 calcium fluorescence, ACh EC20; 0% = ACh EC20, 100% = maximal ACh; activation, % at 3 µM; 360,000 tested, 0.4% active; AID 624126;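 active means activation above its plate's cutoff, the mean activation of sample wells plus 3 SD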; further: some results filed as inactive read as strong as hits
M1 antag: human CHRM1 antagonism | inhibition, % at 3 µM | 360,000 tested, 1.3% active | P11229 | CHO-K1 hM1, Fluo-8 calcium fluorescence, ACh EC80 antagonist;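 active means percent inhibition above its own plate's cutoff, namely the mean of that plate's compound wells plus 3 SD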;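 further: peak over basal fluorescence ratio during 140 s after agonist addition; 0% = ACh EC80 plus DMSO and 100% = DMSO alone without agonist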
The depositor's hits bear a star; . = no result given. No enrichment for hits. About 2.8% of those tested had a hit in this group.

SMILES | CHRM4 agonist | CHRM5 PAM | M5 antag | CHRM4 antagonist | M1 PAM | CHRM5 agonist | CRFBP-R2 agonist | CHRM4 PAM | M1 antag
COc1ccccc1N1CCN(/N=C(\C)c2ccccc2O)CC1 | 1 | 5 | -5 | -2 | -1 | 3 | 1.4 | 5 | 3
COc1cc(C(=O)Nc2ccc3nc(N4CCN(C)CC4)cc(C)c3c2)cc(OC)c1OC | -1 | -7 | 26 | 4 | 12 | -4 | -2.0 | -6 | -18
Cn1c(CCN2CCN(c3ccc(F)cc3)CC2)nc2cc(NC(=O)c3ccco3)ccc21 | 1 | -1 | -2 | 11 | -21 | -8 | -2.1 | -18 | 27*
Cc1ccc(OC(=O)N(C)C[C@H]2OCc3cn(nn3)CCCC(=O)N([C@H](C)CO)C[C@@H]2C)cc1 | 1 | -1 | 0 | -6 | 6 | 1 | 0.1 | 6 | -10
COc1cccc(CNC(=O)C2CCN(S(=O)(=O)c3ccc(F)cc3)CC2)c1 | 3 | 10 | -10 | -9 | 4 | 0 | 0.9 | 6 | -1
Cc1ccc(NC(=O)CCC(=O)NNC(=O)COc2cccc3ccccc23)c(C)c1 | -1 | -3 | -2 | -22 | 6 | -1 | -1.3 | 9 | -10
CC12CC(NC(=O)N1c1cccc(C(=O)Nc3ncn[nH]3)c1)c1ccccc1O2 (centres undefined) | 2 | 7 | 0 | 7 | 5 | -6 | -0.9 | 1 | 1
CCOC(=O)[C@]12CCC=C1N(Cc1cccc3ccccc13)C(=O)[C@H](CC(=O)NCC1CCCCC1)C2 | -2 | -3 | 1 | -3 | . | -1 | . | -4 | .
CSc1ncnc2sc(C)c(C)c12 | 1 | 9 | -1 | 2 | 11 | -1 | -2.3 | 2 | -5
CCc1ccccc1OCC(=O)N1CCN(c2ncccn2)CC1 | 3 | 0 | -1 | -7 | 2 | 2 | 0.0 | 2 | 0
CC1(C)CC(=O)C2=C(C1)NC1=C(C(=O)c3ccccc31)C2c1ccccc1 (centres undefined) | 3 | 2 | 3 | 7 | -2 | -3 | 0.5 | 3 | 8
Cc1ccccc1N(C(=O)Cn1nnc2ccccc21)C(C(=O)NCc1ccco1)c1ccncc1 (centres undefined) | 1 | -1 | 0 | 4 | 6 | 0 | -0.7 | 5 | -11
Cc1cc(-c2nn(-c3ccccc3F)cc2CN2CCCC(CO)C2)c(C)s1 (centres undefined) | 1 | 2 | 2 | 5 | 0 | -3 | 6.6 | -10 | -5
CCCC(=O)Nc1ccccc1-c1nnc(SC)[nH]c1=O | 0 | -3 | -1 | -4 | 7 | 1 | 2.0 | 0 | 1
Cc1ccc(NC(=S)N2CCn3cccc3C2c2cccnc2)cc1 (centres undefined) | 0 | -5 | 14 | 8 | 8 | -1 | 3.1 | -2 | -10
CCCc1cc(Nc2cccc(OCC)c2)n2ncnc2n1 | -3 | -13 | 3 | -23 | -4 | -7 | -5.6 | 16 | -8
CCC(NC(=S)NC1CCCCC1)c1ccccc1 (centres undefined) | 1 | 3 | 5 | 5 | 1 | -3 | . | 7 | 2
CCN(CC(=O)Nc1c(F)cccc1F)C(=O)c1ccc(OC)c(S(=O)(=O)NC2CCCC2)c1 | 1 | 4 | -12 | -21 | 25 | 1 | -0.9 | 9 | -37
CCOc1cc(/C=C2\CCn3c2nc2cc(Cl)ccc2c3=O)ccc1O | 1 | -7 | 10 | 4 | -1 | -2 | 0.4 | -2 | 2
O=C1OC(c2ccccc2)Cc2cc(C(=O)N3CCN(c4ccc(F)cc4)CC3)ccc21 (centres undefined) | 2 | -7 | 3 | 4 | -5 | -2 | 1.6 | -3 | 8
CC(=O)c1ccc(N(CC(=O)NC2CCCC2)C(=O)c2ccc(C)s2)cc1 | 0 | -2 | 6 | -2 | 1 | -1 | 0.2 | 2 | 1
COc1cc(C2NC(=O)NC3=C2C(=O)OC3)cc(OC)c1OC (centres undefined) | 0 | -3 | 14 | 2 | 4 | 6 | -2.0 | -6 | -6
CCn1c(O)c(N=NC(=O)c2cccnc2)c2cc(Br)ccc21 | 1 | 6 | 1 | -1 | 9 | 5 | 0.2 | -6 | -10
CC1CC2c3cccc(C(=O)O)c3C(=O)N2c2ccc(Cl)cc21 (centres undefined) | 1 | 4 | -2 | 0 | 8 | -2 | -2.7 | -6 | -7
Cc1ccc(N(CC(=O)N2CCCCCC2)S(C)(=O)=O)cc1 | 1 | -1 | 5 | 11 | 10 | 0 | 0.4 | 2 | -12

Only CHRM4 agonist and M1 PAM, for some of the entries so far:
Molecule | CHRM4 agonist | M1 PAM
CCCc1cc(Nc2cccc(OCC)c2)n2ncnc2n1 | -3 | -4
CCC(NC(=S)NC1CCCCC1)c1ccccc1 (centres undefined) | 1 | 1
CCN(CC(=O)Nc1c(F)cccc1F)C(=O)c1ccc(OC)c(S(=O)(=O)NC2CCCC2)c1 | 1 | 25

Further records
SMILES | CHRM4 agonist | CHRM5 PAM | M5 antag | CHRM4 antagonist | M1 PAM | CHRM5 agonist | CRFBP-R2 agonist | CHRM4 PAM | M1 antag
COc1ccc(Cl)cc1NC(=O)C(C)N(C)Cc1cccc(Cl)c1Cl (centres undefined) | -1 | -5 | 2 | -14 | -5 | -4 | 10 | -8 | -5
Cc1cc(C)c2[nH]c(=O)c(=O)[nH]c2c1 | 0 | -2 | 8 | 4 | 2 | -3 | 0.8 | 1 | 11
COc1cccc(-n2nnc3c(=O)n(Cc4c(F)cccc4Cl)cnc32)c1 | 1 | -5 | 2 | 13 | -6 | 1 | 3.3 | -1 | 7
CC1(C)Oc2ccc3ccc(=O)oc3c2/C(=C/NCCO)C1=O | 2 | -2 | -20 | -6 | 6 | -4 | -2.2 | 23 | -5
CC(C)CN1CN(Cc2ccccc2)CNC1=S | 0 | 3 | 3 | 6 | 5 | -1 | -1.0 | 1 | 0
O=C(/C=C/c1cc2c(cc1Br)OCO2)NCc1ccc(F)cc1 | 1 | 0 | 3 | 10 | -1 | -5 | 0.3 | 0 | 2
NC(=O)C[C@H](NC(=O)c1ccc(Cl)cc1)C(=O)OCc1ccccc1 | 2 | -7 | 7 | 3 | 4 | 3 | 0.9 | -2 | -4
CC(=O)N1CCc2c(sc(NC(=O)c3ccc(S(=O)(=O)N(C)C)cc3)c2C#N)C1 | -1 | -1 | 4 | -11 | 15 | 2 | 1.2 | 5 | -15
CCC(C)(C)C1CCC(=NNS(=O)(=O)c2ccc(C)c([N+](=O)[O-])c2)CC1 (centres undefined) | 1 | -4 | 1 | -6 | 5 | -1 | -6.3 | 1 | -5
Cc1ccc(-n2cc(-c3ccccc3)c3c(=O)[nH]cnc32)cc1 | -1 | -4 | -4 | -9 | 0 | -4 | 1.7 | 6 | 6
Cc1cccc(C)c1NC(=O)COC(=O)C1CC(=O)N(Cc2ccccc2)C1 (centres undefined) | 1 | 5 | 4 | 2 | 11 | 2 | 1.2 | -1 | -11
CCOC(=O)c1c(NC(=O)c2cc(C(C)C)on2)sc(C(C)=O)c1C | 0 | 5 | 3 | 4 | 4 | -1 | 1.2 | 15 | -6
Cc1ccc2c(CSc3nncn3C)cc(=O)oc2c1C | 1 | 1 | -3 | 0 | 6 | -4 | -0.7 | -3 | 5
CCCCOc1ccc(S(N)(=O)=O)cc1 | 0 | 8 | -7 | -6 | 0 | 4 | -2.1 | 22 | 11
Cc1cc2cc(CN(Cc3ccco3)C(=O)C3CCCCC3)c(=O)[nH]c2cc1C | 0 | -5 | 1 | -2 | 1 | 1 | 2.9 | -2 | -2
Cc1cccc(N2N=C(C(=O)O)CCC2=O)c1 | 0 | 0 | 14 | -4 | 4 | -1 | -0.5 | 6 | 3
Cc1noc(/C=C/N(C)C)c1S(=O)(=O)N1CCCC(C(=O)NCc2ccc(Cl)cc2)C1 (centres undefined) | 3 | 2 | -5 | -1 | 8 | -1 | -1.3 | -12 | -19
CCN1C(=O)[C@H]2[C@@H](c3ccc(-c4ccc(OC)cc4)c(OC)c3)N[C@@](CC(C)C)(C(=O)OC)[C@H]2C1=O | 1 | 10 | -4 | 1 | 20 | 4 | 0.6 | 11 | -17
O=C(N/N=C/c1cccc([N+](=O)[O-])c1)c1ccc(CN2CCOCC2)cc1 | 3 | -9 | 7 | -15 | -2 | -3 | -0.7 | 16 | -6
COc1ccc(C(C(=O)Nc2ccc(C(C)C)cc2)N(Cc2ccco2)C(=O)CC2NC(=O)NC2=O)cc1 (centres undefined) | 1 | 2 | 8 | -12 | -3 | -4 | 0.9 | 8 | 1
CC(C)(C)c1ccc(-c2nnc(SCCC#N)n2C2CCCC2)cc1 | -1 | -20 | -3 | -3 | -12 | -13 | 3.5 | -13 | 18
Cc1ccnc(NC(=O)C2CC(=O)N(Cc3ccccc3)C2)c1 (centres undefined) | 2 | -3 | 5 | 2 | 6 | 2 | -0.7 | -1 | -4
Cn1cc(CCC(=O)N2CCCC(CCC(=O)NCc3ccccc3F)C2)cn1 (centres undefined) | 0 | 1 | 1 | 5 | 21 | 2 | -1.1 | -3 | -8
CCOc1ccc(-n2c(=S)sc3c(=O)n(-c4ccccc4)c(SCC(=O)O)nc32)cc1 | 0 | 0 | 8 | -6 | 15 | -2 | -3.2 | 4 | -10
COC(=O)c1c(C)[nH]c(C(=O)OCC(=O)NCC(C)C)c1C | 2 | 3 | -3 | 7 | 3 | 0 | 2.3 | -3 | 1
SMILES | CHRM4 agonist | CHRM5 PAM | M5 antag | CHRM4 antagonist | M1 PAM | CHRM5 agonist | CRFBP-R2 agonist | CHRM4 PAM | M1 antag
CCCN(CC1CC1)c1cc2c(c3c1ccn3C)C1CCC2O1 (centres undefined) | -2 | 5 | -2 | 1 | 0 | -1 | . | -4 | -1
CC(C)C1C(=O)N(Cc2cn(Cc3ccco3)nn2)CCS(=O)(=O)N1Cc1ccc(-c2ccncc2)cc1 (centres undefined) | -2 | 4 | -1 | -9 | 11 | 4 | 0.1 | 10 | -17
O=C(Nc1ccccc1)NN1CC(=O)N(c2ccc(Cl)cc2)CC1=O | 1 | -1 | 7 | 5 | 11 | 0 | -0.7 | 0 | -19
C/C(=N\NC(=O)C(C)Sc1ccccc1)c1ccc([N+](=O)[O-])cc1 (centres undefined) | 0 | 5 | 12 | 0 | 3 | -2 | -3.4 | 3 | -2
Cc1nc(-c2cccc(NC(=O)c3cccs3)c2)cs1 | 9 | -19 | 10 | -2 | -3 | -5 | 2.8 | -8 | 1
CCCCCC(=O)Nc1cccc(C2=NOC3(C2)C[C@H](C(N)=O)N(C(=O)c2ccccc2C(=O)c2ccccc2)C3)c1 (some centres undefined) | 1 | 4 | 4 | -3 | 6 | 2 | 0.3 | 5 | -5
CCOC(=O)C(CCSC)Nc1nc(Cl)nc(Nc2ccc(Cl)cc2)n1 (centres undefined) | -2 | -1 | 7 | 3 | 3 | -5 | -0.2 | -2 | -11
Cc1cc(C)c(S(=O)(=O)c2ccccc2)c(N2CCOCC2)n1 | 0 | 1 | -10 | -12 | 2 | -5 | 0.8 | -1 | 2
O=C(CCC(=O)N1CCN(Cc2ccc(F)cc2)CC1)Nc1nnc(C2CCCCC2)s1 | 1 | -11 | 18 | 2 | -6 | -4 | 1.0 | -3 | 17
Cc1cccn2c(=O)c3cc(C(=O)N4COCC4(C)C)sc3nc12 | 2 | 5 | -3 | 3 | 11 | 0 | 1.0 | 2 | -15
